Compound activity (PubChem)
FadD28 binding – M. tuberculosis FadD28 bisubstrate binding inhibition. FadD28 bisubstrate probe binding, fluorescence polarization. inhibition, % at 12.5 µM. hit rate 0.22% among 360,000. AID 588549; in the data active = inhibition above about 8.5%, passing the limit was not always enough; inconclusive = no clear call, values can overlap the other calls
BoNT F protease – inhibitors of Botulinum neurotoxin F light chain protease | Multiplex microsphere protease cleavage assay, flow cytometry | inhibition, % at 10 µM | hit rate 0.22% among 360,000; in the data active = inhibition above about 35%, passing the limit was not always enough; inconclusive = no clear call, values can overlap the other calls; note: plate controls were buffer without enzyme for full effect and enzyme alone for no effect
UGM FP inh – inhibitors of M. tuberculosis UDP-galactopyranose mutase; P9WIQ1; purified UGM, fluorescence polarization probe displacement; inhibition, % at 10 µM; hit rate 0.06% among 320,000; in the data active = inhibition above about 10%, passing the limit was not always enough; inconclusive = no clear call, values can overlap the other calls
Target sequence (P9WIQ1 whole entry, looked up): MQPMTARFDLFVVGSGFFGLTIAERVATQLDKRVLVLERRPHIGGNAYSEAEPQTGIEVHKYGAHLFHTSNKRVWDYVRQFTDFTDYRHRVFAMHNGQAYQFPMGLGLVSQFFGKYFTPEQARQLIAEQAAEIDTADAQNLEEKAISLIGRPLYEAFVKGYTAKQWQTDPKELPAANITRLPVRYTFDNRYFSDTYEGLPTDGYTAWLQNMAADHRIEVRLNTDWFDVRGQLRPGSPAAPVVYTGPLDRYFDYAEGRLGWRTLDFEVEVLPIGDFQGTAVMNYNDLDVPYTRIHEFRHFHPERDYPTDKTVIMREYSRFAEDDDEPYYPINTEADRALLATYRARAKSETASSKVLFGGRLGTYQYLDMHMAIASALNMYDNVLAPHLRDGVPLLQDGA
Mtb BioA inh – inhibitors of Mycobacterium tuberculosis BioA enzyme | AID 602481 | purified M. tuberculosis BioA enzyme, plate reader | inhibition, % at 9.99 µM | hit rate 0.096% among 360,000; in the data active = inhibition above about 40%; inconclusive = no clear call, values can overlap the other calls
Anthrax LF prot – anthrax lethal factor protease inhibition; P15917; inhibition, % at 10 µM; hit rate 0.12% among 360,000; AID 588501; multiplex microsphere protease cleavage assay, LF; note: plate controls were buffer without enzyme for full effect and enzyme alone for no effect
PfHsp40 yeast – rescue of PfHsp40-mediated yeast toxicity | S. cerevisiae expressing PfHsp40, growth rescue, ATP luminescence | growth rescue, % at 12.5 µM | hit rate 0.68% among 340,000 | AID 504582; in the data active = growth rescue above about 28%, passing the limit was not always enough; inconclusive = no clear call, values can overlap the other calls;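 note: yeast W303a lacking pdr1 and pdr3 grown in galactose medium; growth measured after three days at 30 °C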
GDH-TPI inh – counter-screen for M. tuberculosis FBA inhibitors: GDH-TPI coupled enzymes; hit rate 1.2% among 360,000; GDH-TPI coupled enzyme counterscreen, NADH absorbance; AID 588335; inhibition, % at 4.8 µM; in the data active = inhibition above about 30%;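 note: 0% = DMSO wells and 100% = wells lacking the enzyme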
BoNT A protease – inhibitors of Botulinum neurotoxin A light chain protease. multiplex microsphere protease substrate cleavage, flow cytometry. inhibition, % at 10 µM. hit rate 0.17% among 360,000; note: plate controls were buffer without enzyme for full effect and enzyme alone for no effect
FBA Mtb inh – Mtb fructose-bisphosphate aldolase inhibition. hit rate 2.3% among 360,000. P9WQA3. AID 588726. purified M. tuberculosis FBA, fluorescence read-out. inhibition, % at 1 µM; in the data active = inhibition above about 27%;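 note: 0% = vehicle and 100% = reference inhibitor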
Target sequence (P9WQA3 whole entry, looked up): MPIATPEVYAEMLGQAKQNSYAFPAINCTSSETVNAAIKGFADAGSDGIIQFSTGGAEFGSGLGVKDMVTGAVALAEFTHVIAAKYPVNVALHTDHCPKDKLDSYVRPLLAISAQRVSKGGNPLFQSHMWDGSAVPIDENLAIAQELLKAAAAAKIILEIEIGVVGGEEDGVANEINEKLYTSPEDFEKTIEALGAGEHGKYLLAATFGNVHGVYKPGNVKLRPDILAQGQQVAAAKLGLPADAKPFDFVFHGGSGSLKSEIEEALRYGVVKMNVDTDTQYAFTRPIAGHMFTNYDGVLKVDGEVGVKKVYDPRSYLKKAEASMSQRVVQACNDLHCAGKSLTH
Numbers without * were called inactive; ? = inconclusive; / = no result given. Cut-off read from the data, not from the text of the source, unless noted: active = inhibition above about 30%; inconclusive = no clear call, values can overlap the other calls; inactive = below that.

SMILES	FBA Mtb inh	UGM FP inh	BoNT F protease	BoNT A protease	FadD28 binding	PfHsp40 yeast	Anthrax LF prot	GDH-TPI inh	Mtb BioA inh
COc1cccc(Cn2c3ccc(NC(=O)CC(C)C(F)(F)F)cc3c(=O)n2C)c1 (configuration not stated)	143*	/	1	-0.3	1.5	/	-3	9	-2.8
CCc1ccccc1NC(=O)c1onc(C)c1Cl	2	4.3	-6	-0.5	1.1	0.1	5	-8	0.9
CCOC(=O)/C=C/C(=O)OCC(=O)Nc1ccc(Cl)cc1Cl	2	-2.8	-1	-0.1	-2.2	2.2	-1	1	/
COCCCN=C(c1ccco1)n1c(=S)nc(-c2ccco2)n(CCCOC)c1=S	5	1.7	-6	-0.9	-2.0	-0.2	-10	9	-0.1
COc1ccc(C(NC(C)=O)c2nccc3cc(OC)c(OC)cc23)cc1OC (configuration not stated)	0	-0.2	?	-8.8	-0.1	-0.7	-9	7	13
CCOCCCn1c(C)nc2c[n+](CC(=O)c3ccc4ccccc4c3)cc(Br)c21	12	-0.3	-37	3.0	-4.5	/	-5	3	0.0
Cc1ccc(C(=O)NCC(=O)OCc2cccc(Br)c2)cc1	0	1.5	-8	2.8	-0.9	-1.1	-4	1	-0.5
CC(C)Cc1nc2oc3c(NCC4CCCO4)ncnc3c2c2c1CCC2 (configuration not stated)	8	-0.5	3	?	-8.1	0.9	2	-5	1.5
O=C(NNS(=O)(=O)c1ccc(Cl)cc1)c1ccc(S(=O)(=O)N2CCCCC2)cc1	1	-2.7	-6	-0.9	-1.9	0.5	-2	-2	-2.1
O=C1CNC(=S)N1CCOc1ccccc1	-5	-1.0	?	-0.1	-3.9	0.4	-1	-3	-0.4
O=[N+]([O-])c1cc(C(F)(F)F)cc([N+](=O)[O-])c1NCCNC(=S)Nc1cccc(F)c1	-4	-5.2	2	-0.1	-0.9	0.7	2	4	/
Cc1nn(Cc2ccccc2)c(C)c1C(=O)Nc1ccc(N2CCOCC2)cc1	-2	1.2	-7	0.0	-1.8	6.1	-1	2	-0.4
CCN(CC)S(=O)(=O)c1ccc(Cc2ncc(C(F)(F)F)cc2Cl)s1	1	-1.0	5	-0.8	3.3	0.4	-1	-3	0.1
O=C(COc1ccc2ccc(=O)oc2c1)Nc1ccc2c(c1)OCCO2	6	3.2	-11	-6.6	-2.0	-0.8	2	2	0.9
CCCCN(C)C(=O)CCC(=O)Nc1ccc2nc(N3CCOCC3)cc(C)c2c1	49*	-0.1	-2	0.2	0.8	-1.3	-4	18	0.1
COc1ccc(-c2cc(CCC(=O)N3CCN(c4cc(C)ccc4C)CC3)[nH]n2)cc1	0	/	-4	0.1	0.0	1.4	-4	1	0.0
CC1(C(=O)NS(=O)(=O)c2cccc(Cl)c2)CCN1C(=O)Cc1cc(F)ccc1F (configuration not stated)	-1	/	-6	-1.0	-1.8	/	0	-10	37
CCN1CCN(C(=O)CN(C)S(=O)(=O)c2ccc(OC)cc2)CC1	-2	3.3	-4	0.7	-0.5	-1.2	4	-6	/
O=C(O)c1ccc(-n2cc(-c3cc4ccccc4oc3=O)[nH]c2=S)cc1	32*	/	-5	-0.3	-0.5	0.9	-7	23	/
CC(C)(C)c1ccc(C(=O)Nc2ccc(S(N)(=O)=O)cc2)cc1	0	0.6	-9	-0.1	0.5	-2.5	5	-2	-1.8
Cc1ccc(CCNC(=O)c2nnc(CS(=O)(=O)c3ccccc3)o2)cc1	0	3.5	2	-0.5	-2.3	-0.9	1	-2	-0.6
CC(C)n1nc(C(=O)NNC(=O)c2ccc(OC(F)F)cc2)c2ccccc2c1=O	1	-1.6	-6	-0.4	-17	-0.6	-6	7	1.6
CCOC(=O)C(O)(NC(=O)c1cccnc1)C(F)(F)F (configuration not stated)	-3	-1.6	?	-0.8	-4.3	-0.8	-2	-3	-0.2
O=C(Nc1ccc(Cl)cc1)N[C@@H]1c2c(ccc3ccccc23)OC[C@@H]1CO	3	-0.2	-2	-2.8	?	-0.3	-3	2	-1.8
COc1ccc(NC(=O)NCc2ccccc2F)cc1OC	5	1.5	-3	-0.3	-0.1	-1.8	-4	6	/
O=[N+]([O-])c1ccc(CS(=O)(=O)c2ncn[nH]2)cc1	0	0.1	-8	-1.5	/	-1.1	-6	7	-0.5
CCCSc1ncnc2c1oc1ccccc12	1	-1.5	0	0.2	0.0	-0.8	-4	-11	-0.2
CCn1c(COc2ccc(C)cc2)nnc1SCC(=O)NNC(=O)c1ccc(OC)cc1	4	-1.7	-3	-0.6	-4.2	-0.3	0	-4	-1.8
COc1ccccc1C(=O)NC(CCSC)C(=O)OCC(=O)N1CCN(S(=O)(=O)c2ccc(C)cc2)CC1 (configuration not stated)	0	/	-1	-0.2	-1.9	1.1	6	-1	-1.5
C=C(C)C1CC=C(C)/C(=N\NC(=O)CCc2ccccc2)C1 (configuration not stated)	-2	-1.0	-3	-0.1	0.3	-1.5	0	13	/

Some of the entries so far, with two lines to a compound:
Order of values – FBA Mtb inh	UGM FP inh	BoNT F protease	BoNT A protease	FadD28 binding	PfHsp40 yeast	Anthrax LF prot	GDH-TPI inh	Mtb BioA inh
CCCSc1ncnc2c1oc1ccccc12
 : 1	-1.5	0	0.2	0.0	-0.8	-4	-11	-0.2
CCn1c(COc2ccc(C)cc2)nnc1SCC(=O)NNC(=O)c1ccc(OC)cc1
 : 4	-1.7	-3	-0.6	-4.2	-0.3	0	-4	-1.8

Going on with the list.
SMILES	FBA Mtb inh	UGM FP inh	BoNT F protease	BoNT A protease	FadD28 binding	PfHsp40 yeast	Anthrax LF prot	GDH-TPI inh	Mtb BioA inh
CC(C)c1ccc(/C=N/n2cnnc2)cc1	3	0.6	-3	-0.6	-1.8	-0.9	-8	-4	/
COc1ccc(CN(C)C(=O)CNC(=O)c2ccc3ccccc3c2)c(OC)c1	-4	3.3	4	1.2	-5.4	1.8	13	4	0.4
COc1cccc(/C=C/C(=O)Nc2ccc(OC)nc2)c1	5	0.2	-6	0.3	-2.6	1.2	-3	6	2.2
COC(=O)c1ccc2c(c1)nc(C)n2CCO	1	-2.3	18	0.1	0.5	-1.3	-5	4	-1.5
Cc1onc(-c2ccccc2)c1C(=O)Nc1nc(-c2cc(F)ccc2F)cs1	-3	-2.0	-1	-0.1	-4.4	-0.1	-3	8	1.9
Cc1ccc(SCCOCCN2CC(C)OC(C)C2)cc1 (configuration not stated)	2	1.3	-4	-0.2	-2.8	0.9	0	-2	-2.7
COc1ccc([N+](=O)[O-])cc1NC(=O)Cc1noc2ccccc12	0	3.0	-1	-0.5	-0.5	0.9	-3	2	-1.1
O=C(NCc1ccccn1)C1CC(c2ccccc2O)=NO1 (configuration not stated)	0	-0.1	-6	-0.1	-1.8	0.2	-3	-1	/
CN(C1CCCCC1)S(=O)(=O)c1ccc(S(=O)(=O)N(CC(=O)Nc2ccccc2)C2CC2)cc1	0	-0.2	-4	-0.5	-1.8	-1.7	-10	-4	-1.9
O=c1nc(SCc2c(F)cccc2Cl)nc(-c2ccc(Cl)cc2)[nH]1	4	-1.3	-1	0.0	0.3	-0.6	-4	3	/
CC1(/[N+]([O-])=C\c2ccccc2F)CCCCC1=O (configuration not stated)	0	0.0	?	?	-3.6	2.0	4	-8	/
CCOC(=O)Cn1nnc(-c2ccc([N+](=O)[O-])cc2)n1	-3	/	6	-1.2	-0.1	-2.1	-6	-2	/
CC1=C(C(=O)Nc2ccccc2C)C(c2ccc(C)o2)C2=C(CCCC2=O)N1 (configuration not stated)	3	1.7	-9	0.2	0.8	-1.1	0	20	-1.5
Nc1ccc(SCC(=O)Nc2cccc([N+](=O)[O-])c2)cc1	5	-2.3	-3	0.3	1.0	-0.4	-3	6	/
COc1ccc(-c2ccc(NS(=O)(=O)c3cccc([N+](=O)[O-])c3)cc2)nn1	0	-2.6	-5	-0.9	-0.7	-0.6	-1	8	0.8
CCOC(=O)c1c(C)n(CCNC(C)=O)c2ccc(OC)cc12	2	-1.0	6	0.9	0.4	0.1	-1	1	1.0
CC1CCCN(c2c([N+](=O)[O-])cc(C(=O)O)cc2[N+](=O)[O-])C1 (configuration not stated)	-2	0.2	-1	0.2	-0.5	0.2	-5	-1	/
O=C(Nc1nccs1)C1(c2ccc(Cl)cc2)CC1	-2	-1.4	-6	-2.0	-2.6	0.7	-4	-3	/
Cc1[nH]nc2c1C(c1cnn(C)c1)C(C#N)=C(N)O2 (configuration not stated)	9	3.0	-7	0.2	-0.6	0.8	-4	12	/
COc1ccc(C(=O)O)cc1S(=O)(=O)N1CCN(Cc2ccc3c(c2)OCO3)CC1	0	1.5	-2	0.1	-2.0	-0.3	-1	-13	-0.9
CCOc1cc(C(=O)NC(C)C2CC3CCC2C3)cc(OCC)c1OCC (configuration not stated)	5	-4.3	-1	0.8	-0.1	/	5	5	-2.4
O=C(Nc1ccc(Cl)c(Cl)c1)c1cccnc1	0	1.7	-24	0.2	-3.9	0.6	-5	1	33
Cc1cc(C)c2cc(C)c3nnc(SCC(=O)NCc4ccc5c(c4)OCO5)n3c2c1	-2	0.1	3	0.1	-1.2	-0.2	?	4	-0.9
CC(OCC(O)CNCC1COc2ccccc2O1)c1ccc(Cl)cc1 (configuration not stated)	3	0.6	-12	-0.7	-5.0	-0.6	0	-3	/
CCN1CCN(c2cc(C)c3cc(NC(=S)N4CCCC(C)C4)ccc3n2)CC1 (configuration not stated)	22	1.1	-12	0.9	-1.6	2.9	-8	13	-0.2
Cc1ccc(N2C(=O)C3CCCN3C2=S)cc1 (configuration not stated)	2	0.0	1	5.9	0.5	-0.8	-13	-1	0.8
COc1ccc(S(=O)(=O)N2CCOCC2)cc1NC(=O)c1ccc(OC(F)F)cc1	3	/	/	/	-2.4	-0.4	/	2	-2.0
O=C(OCC(=O)N1CCC(Cc2ccccc2)CC1)c1ccccc1F	0	3.4	5	2.9	-0.5	2.8	-5	4	-0.1
COC(=O)[C@H](CCSC)NC(=O)Nc1cccc(Br)c1	1	-0.6	6	0.7	-0.3	-2.3	3	-6	/
COn1c(SC2CCCCC2)nc2ccccc2c1=O	1	3.5	-8	-6.4	0.5	-0.7	-3	1	0.6
COc1ccc(OC)c(/C=N\NC(=O)c2ccc(COc3ccc(C)cc3[N+](=O)[O-])o2)c1	6	-0.7	-4	-0.1	-1.1	-1.2	9	3	/
CCC1=C(c2cc(OC)c(OC)c(OC)c2)C2(CCCC2)C(=O)O1	3	0.5	-4	-0.4	-0.4	-1.3	-6	16	-0.6
OCCNc1c2ccccc2nc2ccccc12	60*	0.7	-4	-0.4	-3.2	0.5	-2	-4	/
CC(O)(c1ccccc1)c1nc(-c2ccc3c(c2)OCO3)cs1 (configuration not stated)	7	/	3	-0.2	0.2	/	-5	-4	-3.3
O=C(Nc1cccc2c1CCCC2)c1ccc(Br)o1	0	3.1	11	-1.5	-2.1	3.9	-12	8	-2.1
Cc1ccccc1Oc1cc(NC(=O)Cn2cnc([N+](=O)[O-])c2)cc([N+](=O)[O-])c1	2	0.8	7	-0.5	-12	-0.3	0	0	/
Cc1cc(C(=O)COC(=O)c2nn(C)c(=O)c3ccccc23)c(C)n1C	2	/	3	0.0	0.2	0.6	-6	8	-0.5
c1ccc(COc2ccc(OCCCn3cncn3)cc2)cc1	-2	3.9	-32	-0.4	-0.5	0.5	0	10	-1.1
CCC1COCCS(=O)(=O)N1Cc1ccc(F)cc1 (configuration not stated)	1	3.9	-4	-0.4	-1.5	-0.1	-1	10	-0.4
Cc1ccccc1NC(=O)Nc1cccs1	-1	0.2	-6	0.6	0.6	-1.0	-3	3	-1.4
Cc1c(NC(=O)c2cnn3c2NC(c2ccc(Br)cc2)CC3C(F)(F)F)c(=O)n(-c2ccccc2)n1C (configuration not stated)	0	1.7	21	2.3	-3.3	-0.1	6	8	5.5
